HKDC1 inhibitor: inhibitors of human hexokinase HKDC1; recombinant HKDC1, G6PDH/diaphorase resazurin coupled fluorescence; Q2TB90; actives 0.16% (n = 340,000); inhibition, % at 20 µM; AID 493160;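 active = inhibition above about 35% when tested at 20 µM, limit read from the data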;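 note: plate controls were DMSO wells with enzyme for no effect and DMSO wells lacking enzyme for full effect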
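Test system: Recombinant HKDC1 (HK5) hexokinase enzyme, produced in-house | Input: HKDC1 at 5 µg/mL | Buffer or medium: Tris pH 8.0 buffer with MgCl2, Tween-20, BSA, BME | Schedule: 90 min reaction incubation at room temperature, dark | Technique: Resazurin-to-resorufin fluorescence via G6PDH and diaphorase coupling, 525/613 nm | Controls: DMSO wells with and without enzyme mix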
697 NFkB inh: inhibitors of the PMA/ionomycin-induced NF-kB reporter in 697 B cells | 697 B-cell NF-kB luciferase reporter, 16 h | inhibition, % at 4 µM | actives 0.33% (n = 330,000) | AID 435022; in the data active = inhibition above about 35%
SENP7 block: inhibitors of human SENP7 protease | AID 434973 | recombinant SENP7, Z-RLRGG-aminoluciferin luminescence, 40 min | actives 1.5% (n = 330,000) | inhibition, % at 5 µM | Q9BQF6;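 active = inhibition above about 50% at the single test dose, limit read from the data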;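 note: plate controls were DMSO with enzyme for no effect and no enzyme buffer wells for full effect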
Target sequence (Q9BQF6 706-1050 limits assumed): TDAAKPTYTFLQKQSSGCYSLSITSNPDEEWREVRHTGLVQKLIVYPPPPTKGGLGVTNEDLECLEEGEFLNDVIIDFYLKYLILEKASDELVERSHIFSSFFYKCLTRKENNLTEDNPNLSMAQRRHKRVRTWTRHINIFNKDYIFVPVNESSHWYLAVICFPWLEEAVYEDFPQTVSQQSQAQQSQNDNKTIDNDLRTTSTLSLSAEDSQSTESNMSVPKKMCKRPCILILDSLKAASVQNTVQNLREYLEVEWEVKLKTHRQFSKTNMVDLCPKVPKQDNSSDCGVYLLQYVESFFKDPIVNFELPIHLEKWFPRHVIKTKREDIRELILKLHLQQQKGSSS
Jurkat NFkB inh: lowers PMA/ionomycin-induced NF-kB signal in Jurkat cells; actives 0.53% (n = 330,000); inhibition, % at 4 µM; PMA/ionomycin-induced NF-kB luciferase reporter, luminescence
Gli-Sufu antag: antagonists of Gli-Sufu signaling. Sufu-KO-LIGHT fibroblasts, Gli luciferase reporter luminescence. inhibition, % at 5 µM. actives 0.74% (n = 340,000);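 active = inhibition above about 55%, limit read from the data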;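 note: 0% = DMSO-treated cells and 100% = wells with medium but no cells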
Apaf-1 inh: inhibitors of human Apaf-1 apoptosome; O14727; reconstituted apoptosome caspase-3 activity, DEVD-Rh110 fluorescence; inhibition, % at 20 µM; actives 0.71% (n = 330,000); AID 489030; active = inhibition of at least 40% at 20 µM;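 note: plate controls were DMSO wells for no effect and DEVD-CHO caspase inhibitor wells for full effect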
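Material: reconstituted apoptosome with Apaf-1, cytochrome c, caspase-9, procaspase-3, dATP. Technique: Rh110 fluorescence intensity. Buffer or medium: pH 7.5 Hepes buffer with CHAPS, BSA, DTT. Times: 30 min plus 50 min, RT.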
SENP8 inh: inhibitors of human SENP8 protease. Q96LD8. purified SENP8, Z-RLRGG-aminoluciferin cleavage, luminescence. inhibition, % at 10 µM. actives 1.2% (n = 330,000). AID 2540
Target sequence (Q96LD8 whole entry, looked up): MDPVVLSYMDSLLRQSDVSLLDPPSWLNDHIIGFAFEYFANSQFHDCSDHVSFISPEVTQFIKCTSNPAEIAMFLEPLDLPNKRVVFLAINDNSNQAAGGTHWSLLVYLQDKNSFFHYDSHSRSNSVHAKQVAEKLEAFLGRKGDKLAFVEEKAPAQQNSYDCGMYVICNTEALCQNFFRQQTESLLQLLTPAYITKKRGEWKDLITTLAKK
UBC13 polyUb: inhibitors of human UBC13 polyubiquitin chain formation; AID 485273; inhibition, % at 20 µM; TR-FRET; actives 0.47% (n = 330,000); P61088; in the data active = inhibition above about 45%, passing the limit was not always enough; inconclusive = no clear call, values can overlap the other calls
Target sequence (P61088 whole entry, looked up): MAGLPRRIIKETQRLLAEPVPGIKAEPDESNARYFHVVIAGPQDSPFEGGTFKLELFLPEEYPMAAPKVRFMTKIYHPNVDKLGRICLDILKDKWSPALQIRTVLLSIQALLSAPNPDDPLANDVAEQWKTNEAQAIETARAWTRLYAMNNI
Active calls of the source: *; ? = inconclusive. Cut-off read from the data, not from the text of the source, unless noted: active = inhibition above about 50%; inactive = the rest.

The first two records (preview)
SMILES	HKDC1 inhibitor	697 NFkB inh	SENP7 block	Jurkat NFkB inh	Gli-Sufu antag	Apaf-1 inh	SENP8 inh	UBC13 polyUb
Cc1cccc2cc(CN(CC3CCCO3)C(=O)c3cccs3)c(=O)[nH]c12 (configuration not stated)	-4	-1	0	4	-2	-3	-7	2
Cc1ccc(CN2CCN(/N=C/c3ccc(C)s3)CC2)c(C)c1	-6	17	4	-13	-2	14	-8	-4

Main list, from the first entry:
SMILES	HKDC1 inhibitor	697 NFkB inh	SENP7 block	Jurkat NFkB inh	Gli-Sufu antag	Apaf-1 inh	SENP8 inh	UBC13 polyUb
Cc1cccc2cc(CN(CC3CCCO3)C(=O)c3cccs3)c(=O)[nH]c12 (configuration not stated)	-4	-1	0	4	-2	-3	-7	2
Cc1ccc(CN2CCN(/N=C/c3ccc(C)s3)CC2)c(C)c1	-6	17	4	-13	-2	14	-8	-4
Cc1ccc(SCC(=O)O/N=C(\N)c2cccnc2)cc1	0	-7	10	-21	-14	-1	-5	-4
Cc1nc2cc(NC(=O)C3COc4ccccc4O3)ccc2s1 (configuration not stated)	-3	20	-2	-72	-15	-13	-15	-10
COc1ccc2c(C)cc(=S)[nH]c2c1	10	12	-3	8	2	7	1	6
O=C(CCc1n[nH]c(=O)[nH]c1=O)N/N=C/c1ccco1	-5	1	-6	3	-1	-24	-9	1
Cc1ccc(C)c2[nH]c(=O)c(CCNC(=O)c3ccc4c(c3)OCO4)cc12	-10	-32	5	-22	14	-16	-2	3
Cc1cc(C(=O)C(=O)N(C)C)c(C)n1-c1ccc(Cl)cc1	-6	-2	7	3	-2	-8	-1	4
Fc1ccc(C2N(c3ccccc3)C(=S)N3CCCN23)cc1 (configuration not stated)	1	7	-4	4	5	-17	-7	4
COC(=O)[C@@]12CCCCN1[C@H](c1ccc(-c3ccc(OC)cc3)cc1)[C@H]1C(=O)N(C)C(=O)[C@H]12	2	-6	0	16	21	13	-3	3
CCOC(=O)c1cc(-c2ccc(N3CCOCC3)cc2)nn1-c1ccccc1C(=O)O	5	14	-3	-6	-22	0	-2	28
O=C(CN1CCCCCC1)Nc1ccccc1	-12	7	-6	1	8	-1	-8	0
CCC1CN(C(=O)NCc2ccc(F)cc2)c2cc(Cl)ccc2O1 (configuration not stated)	1	-6	2	-17	8	22	5	6
Clc1ccc(Sc2ccc(/C=N/n3cnnc3)o2)cc1	3	-17	13	-7	2	15	-10	-7
CC(=O)c1c(N)c(C#N)c(C)n1-c1ccc(Br)cc1	-5	10	5	20	-9	-3	-8	-2
CNc1nc(N)nc(-c2cc(Cl)ccc2OC)n1	-12	14	-9	-6	-7	-14	0	3
O=S(=O)(c1cc(F)ccc1F)N1CCN(c2ncnc3ccccc23)CC1	1	-40	5	60*	59*	7	-2	4
COc1ccc(NC(=O)CSc2nc3[nH]ncc3c(=O)n2-c2ccccc2C)cc1OC	-17	5	-8	16	-1	2	-6	3
COC(=O)c1cc(Cl)cc(Cl)c1OS(=O)(=O)N(C)C	-2	5	-7	-1	-1	-7	-11	?
CNC[C@H](O)c1ccc(O)c(O)c1	-1	9	10	19	2	-3	1	5
Cc1cc(C)c(S(=O)(=O)N(CC(=O)N2CCCC2)C2CCCCC2)c(C)c1	-2	-9	0	1	8	14	-1	3
O=C(COC(=O)c1ccc(O)cc1)NC1CCCCCC1	-4	26	1	6	1	-3	-4	1
Nn1c(C2CCC2)nc2cc(Cl)ccc2c1=O	-3	-1	-5	1	-5	-6	-5	8
O=C(Nc1cccc([N+](=O)[O-])c1)C1C2CC/C=C\CCC21 (configuration not stated)	-2	10	-6	-12	-7	-11	-9	-1
COc1ccc(C2C(C(C)=O)=C(O)C(=O)N2Cc2cccnc2)cc1 (configuration not stated)	-5	-1	14	18	5	-10	-5	-4
COc1ccc(-c2nnc3sc(CN4C(=O)c5ccccc5C4=O)nn23)cc1	11	1	-10	-10	-5	11	-3	-2
Cc1ccc(NC(=O)Cn2c(=O)c3cccn3c3ccccc32)cc1	5	-10	-13	3	5	3	-8	-4
CCCS(=O)(=O)N1CCCC(C(=O)Oc2ccccc2Cl)C1 (configuration not stated)	4	4	-5	10	1	-5	-2	7
O=C(CSc1nc(-c2ccncc2)nn1CC(=O)N1CCCCC1)NC1CCCC1	9	0	1	-17	-5	4	14	4
CCS(=O)(=O)C1=NSC2=NC(=O)/C(=C\c3ccc(OS(=O)(=O)c4ccccc4)c(OC)c3)C(=N)N21	10	0	8	-4	-3	7	-1	-19
CC1(C)OC(C)(C)/C(=C\c2ccc(OCC(N)=O)cc2)C1=O	-3	32	3	-1	1	-1	0	5
CC(C)(C)c1ccc(NC(=O)COC(=O)C2(C)CC2(Cl)Cl)cc1 (configuration not stated)	-3	-20	4	-71	-31	3	5	-1
Cn1cnc([N+](=O)[O-])c1C(=O)Nc1cccc([N+](=O)[O-])c1	14	18	-4	10	-5	-6	3	-3
COC(=O)c1ccccc1NC(=O)C1CCCCC1C(=O)O (configuration not stated)	-4	17	-3	14	3	-4	-7	5
CC1(C(=O)N(c2ccccc2)C(C(=O)NC2CCCC2)c2ccccn2)CC(=O)N=C2C=CC=CN21 (configuration not stated)	2	8	-1	-11	3	-4	1	14
CC(=O)c1cc2c(cc1NC(=O)CCCC(=O)O)OCO2	-10	5	4	3	-38	-3	-2	17
COc1cc2c(=O)n(CCC(=O)NCC3CCCO3)c(=O)n(CC(=O)Nc3ccc(C)cc3)c2cc1OC (configuration not stated)	-4	13	7	17	19	-3	-6	4
O=S1(=O)CCN2C=Nc3sc4c(c3C2=N1)CCCC4	-4	19	2	1	3	4	0	1
Cc1csc(SCC(=O)NCc2ccc3c(c2)OCO3)n1	-7	24	2	10	6	-25	-2	15
CC1(C)Cc2c(sc3c2c(=N)n(Cc2ccco2)c(=O)n3Cc2ccc(F)cc2)CO1	8	2	-11	-19	6	28	-7	-2

Single values from above.
Cn1cnc([N+](=O)[O-])c1C(=O)Nc1cccc([N+](=O)[O-])c1 in Jurkat NFkB inh is listed with 10
COc1cc2c(=O)n(CCC(=O)NCC3CCCO3)c(=O)n(CC(=O)Nc3ccc(C)cc3)c2cc1OC (configuration not stated) in SENP7 block is listed with 7

Other records:
SMILES	HKDC1 inhibitor	697 NFkB inh	SENP7 block	Jurkat NFkB inh	Gli-Sufu antag	Apaf-1 inh	SENP8 inh	UBC13 polyUb
Cc1ccc(NS(=O)(=O)c2ccc(C(=O)NCCN3CCOCC3)cc2)cc1	-4	-16	-8	-9	-1	-5	11	0
O=C(CN1CCN(C(=O)c2ccccc2)CC1)Nc1ccc(Br)cn1	-4	14	-5	-4	4	-1	3	-1
Cc1ccc(-c2nc(C#N)c(NCCCn3ccnc3)o2)cc1	0	-20	2	-35	-39	6	1	21
COc1ccc(CN2C(=O)CN=C2Nc2cc(C)ccc2C)cc1	0	9	4	6	0	2	5	4
Cc1ccsc1C(=O)OCC(=O)Nc1cccc(S(=O)(=O)N2CCOCC2)c1	-7	12	1	4	-9	-1	-2	9
COc1ccc(-c2nc(CN3CCC(C(=O)N4CCOCC4)CC3)c(C)o2)cc1C	3	-4	0	-14	11	10	-8	4
O=C(CS(=O)c1cccc(C(F)(F)F)c1)Nc1ccccc1Cl (configuration not stated)	-5	9	3	1	2	-8	4	4
Cc1onc(-c2ccccc2)c1C(=O)OCC(=O)NC(C)c1ccc(Cl)cc1 (configuration not stated)	1	14	2	12	0	4	2	0
CCOC(=O)Nc1ccc2c(c1)N(C(=O)N(CC)CC)c1ccccc1CC2	-3	-1	-16	3	10	14	-9	-3
COc1ccccc1CNC(=O)CNC(=O)c1cn(-c2ccccc2OC)c(=O)c2ccccc12	-5	-2	11	10	-7	2	-3	7
O=C(C[n+]1ccccc1)N1c2ccccc2Sc2ccccc21	-9	8	0	-1	-1	2	1	7
COc1ccc(-c2cc(CC3(C(=O)O)CCN(C(=O)OC(C)(C)C)CC3)on2)c(OC)c1	-4	16	-3	4	-9	3	0	-14
Cc1cc(NC(=O)Cc2ccccc2[N+](=O)[O-])no1	-4	-3	6	1	29	-12	-7	-6
O=[N+]([O-])c1nn(-c2ccc3c(c2)OCCO3)n(O)c1=NC1CCN(Cc2ccccc2)CC1	-7	-54	10	-6	23	1	6	-9
CCOc1ccc2ncc(S(=O)(=O)c3ccccc3)c(N3CCN(c4ccc(OC)cc4)CC3)c2c1	-4	1	-3	-4	16	15	-4	-2
Cc1ccc(Cc2c(C)c(C#N)c3[nH]c4ccccc4n3c2=O)cc1	2	-28	19	3	44	6	10	3
CCC(Oc1cc(Cl)ccc1Cl)C(=O)NNC(=O)CCC(=O)O (configuration not stated)	6	9	4	0	-3	-3	3	-4
c1ccc(-c2noc(-c3cccnc3)n2)nc1	-3	-68	57*	-56	-60	0	23	-1
CCCn1c(=O)[nH]c(=O)c2c1nc(-c1ccc(C(F)(F)F)cc1)n2CCOC	-4	-3	-9	-14	1	12	-4	-2
O=C(Nc1nccs1)c1cc2c(s1)CCCCC2	9	-307	98*	-39	8	21	95*	12
Cc1nnc2sc(-c3ccc(N(C)C)cc3)nn2c1=O	5	-87	7	18	-63	4	1	-20
COc1ccc(N(CC(=O)NC2CCCC2)C(=O)c2ccc(C)s2)c(OC)c1	-6	-18	-1	1	39	8	4	0
CC(C)(C)c1ccc(S(=O)(=O)Nc2cccc(C3OCCCO3)c2)cc1	-1	-26	2	1	18	10	-14	-1
Cc1sc(-c2ccncc2)nc1OC(=O)c1ccc(Cl)cc1	2	8	3	9	11	10	-11	-2
COCCNC(=O)C(OC(=O)CC1Sc2ccccc2NC1=O)c1ccncc1 (configuration not stated)	-9	5	-3	-3	10	-2	3	0
Cc1cc2cc3c(cc2nc1SCC(=O)Nc1c(C)cccc1C)CCC3	-13	0	11	26	42	-10	-11	3
CCOc1ccc2nc(NC(=O)C3CCCN(S(=O)(=O)c4c(C)noc4C)C3)sc2c1 (configuration not stated)	4	-1	-1	0	3	7	2	11
COc1cccc(C2NC(c3cccc(OC)c3O)C(C)C(=O)C2C)c1O (configuration not stated)	10	16	-3	0	2	4	-8	0
CCCCn1c2c(c(=N)c3ccccc31)CCC2	5	44*	-4	48	32	-13	3	-2
O=C(Cn1nc(C(=O)O)c2ccccc2c1=O)Nc1cccc(S(=O)(=O)N2CCCC2)c1	2	-6	-3	3	-8	9	16	-5
O=C(COC(=O)COc1ccccc1)NC1CCS(=O)(=O)C1 (configuration not stated)	0	-3	-7	10	-20	-7	5	6
CC1(C)Oc2ccc3ccc(=O)oc3c2/C(=C/Nc2ccccc2)C1=O	-8	2	10	-5	-3	10	7	4
O=C(CN1CCN(C(=O)C2CCCO2)CC1)Nc1ccc(Br)cc1 (configuration not stated)	-5	-13	5	9	-3	1	-1	-2
O=C(Nc1ccccc1C(F)(F)F)N1CCCCCC1	-2	-7	-15	-17	26	7	-5	0
CCCn1nnc(NC(=S)NC(=O)c2ccccc2OC)n1	-1	6	4	6	-12	-7	-1	13
Cc1ccc(S(=O)(=O)N(CC(=O)N2CCC(C(N)=O)CC2)Cc2ccc(F)cc2)cc1	5	13	0	6	-11	-8	0	1
COCC(=O)Nc1nc(-c2ccccc2)c(C)s1	2	1	9	-9	20	-4	3	-3
COC(=O)c1c(NC(C)=O)sc(C(=O)Nc2ccccc2F)c1C	-2	-98	0	-92	-93	-18	13	-4
O=c1nccc(N/N=C/c2ccccc2)[nH]1	2	-47	1	-36	-32	3	-3	-5
CC(Sc1nnnn1-c1ccccc1)C(=O)NC1CCCC1 (configuration not stated)	-3	18	-6	-10	4	7	-11	-13

Source: PubChem
